Screening results: PubChem BioAssay, NCI
Growth percent in the NCI-60 one-dose screen (48 h, 10 µM unless noted): 100 = growth as untreated, 0 = no growth, -100 = all killed.
SF-539 – SF-539 CNS cancer | 81,000 compounds, 6.8% hits
OVCAR-8 – OVCAR-8 ovarian cancer. 81,000 compounds, 4.4% hits
PC-3 – PC-3 prostate cancer cells; 80,000 compounds, 3.9% hits
OVCAR-3 – OVCAR-3 ovarian cancer; 79,000 compounds, 7% hits; AID 1794787
SNB-19 – SNB-19 CNS cancer cells; 81,000 compounds, 2.5% hits; AID 1794751
DU-145 – DU-145 prostate cancer; 81,000 compounds, 4.2% hits; AID 1794760
U251 – U251 CNS tumor cells | 80,000 compounds, 5.4% hits
SF-295 – SF-295 CNS cancer cells; 79,000 compounds, 5.6% hits; AID 1794758
SF-268 – SF-268 CNS cancer cells. 82,000 compounds, 3.1% hits. AID 1794759
An asterisk follows results filed as active; nt = no result given; & = joins results of further samples; ! = a repeat was not active; [ ] = remark or other dose. Rule for the calls: active = growth percent below 10; inactive = the rest.

Results follow in this order: SF-268	DU-145	SNB-19	U251	SF-539	OVCAR-3	OVCAR-8	SF-295	PC-3
CCC(N)CCC(=O)O (configuration not stated)
    96	102	nt	104	95	103	106	103	96
O=C1OCC2=C1C(c1cccc(Cl)c1)c1cc3c(cc1N2CCO)OCO3 (configuration not stated)
    46	11	38	17	-9.1*	-51*	25	-4.6*	25
C/C=C(/C)C(=O)O[C@@H]1CC(C)(C)CC2C34OC(=O)[C@@]21CC[C@@]3(C)[C@]1(C)CCC2C(C)(C)C(=O)CC[C@]2(C)C1C[C@@H]4O (some centres not stated)
    73	78	79	47	52	74	69	78	25
COc1cc(OC)c(S(=O)(=O)NNC(=O)c2ccncc2)cc1C(C)=O
    94	102	93	98	99	nt	101	96	106
CN(C)C(=O)COc1ccc(N)cc1
    111	113	105	92	90	111	96	108	88
CC1=C(C)C(=O)C(N2CCC(C(N)=O)CC2)=CC1=O
    108	110	97	105	112	102	100	103	84
O=C1C=CC(=O)N1c1ccc2ccccc2c1
    105&100	100&94	107&103	97&96	94&108	94&70	101&103	99&112	90&91
COc1ccc2c(c1)CC/C(=C\c1ccc(OCC(=O)Nc3nc4ccccc4s3)cc1)C2=O
    90	nt	100	81	74	116	98	95	74
O=C(Nc1nc(-c2ccc(Br)cc2)cs1)c1cc(-c2ccc(Cl)cc2)nc2ccc(Cl)cc12
    79	88	77	72	93	70	85	85	63
COc1ccc(C2N(c3ccc(C)cc3)N=C(C(C)=O)N2[C@H]2[C@H](OC(C)=O)O[C@H](COC(C)=O)[C@@H](OC(C)=O)[C@@H]2OC(C)=O)cc1 (some centres not stated)
    78	91	82	84	89	87	81	74	45
CN(C)c1ccccc1C(=O)NNC(=S)Nc1ccccc1
    110	113	112	93	99	102	99	94	96
CCn1c(Sc2nnc(NC(=O)CSC(=S)N3CCOCC3)s2)nc2c1c(=O)n(C)c(=O)n2C
    99	106	96	99	96	100	104	99	100
O=C1CC(c2ccc(Cl)cc2)Cc2oc3cc(O)c(O)cc3c21 (configuration not stated)
    74	86	94	76	59	79	75	108	63
CCC(C)Oc1cc(/C=N/NC(=O)c2cnn(CC(O)c3ccccc3)c2N)ccc1OC (configuration not stated)
    98	94	90	77	83	106	86	87	79
Cc1ccc(CN(C2CCS(=O)(=O)C2)S(=O)(=O)c2ncsc2-c2ccccc2)cc1 (configuration not stated)
    97	109	92	101	100	nt	100	100	97
Cc1c(OCC(F)(F)F)ccnc1CS(=O)c1nc2ccccc2[nH]1 (configuration not stated)
    105&104	115&99	114&98	105&100	106&108	107&101	105&99	112&95	98&94
CCOC(=O)C(CCc1ccccc1)C(C)=O (configuration not stated)
    101&107	115&110	101&97	92&108	105	105&107	99&105	94&119	98&99
Cc1ccc(S(=O)(=O)OC(CCC#N)C(CCC#N)OS(=O)(=O)c2ccc(C)cc2)cc1 (configuration not stated)
    98	106	101	95	94	104	100	nt	78
CC1=Nc2cnc(Nc3ccc(N4CCOCC4)cc3)nc2Nc2ccccc21
    91	90	102	98	94	91	92	93	93
C=CCCCCCCCCC(=O)OC1CCCC1
    98	107	108	96	107	106	106	108	104
CC(=O)Nc1ccc(-c2nc3ccc(-c4ccc(O)cc4)cc3[nH]2)cc1
    69	77	75	73	74	73	68	63	78
CC(C)[C@@]12c3[nH]c4ccccc4c3CCN1C(=O)[C@H]2Oc1ccc(Cl)cc1
    92	102	106	85	104	96	94	103	77
O=C(Nc1ccc(Cl)c(Cl)c1)C1C(=O)C(=O)N(c2ccc(Cl)c(Cl)c2)C1=O (configuration not stated)
    93	94	118	92	102	100	100	101	93
CCOC(=O)Cc1ccc(C)cc1
    104	106	99	100	91	112	97	98	97
O=c1c2ccccc2[nH]c2cc(Cl)ccc12
    91	94	100	98	94	98	99	89	89
O=C1Nc2ccc(Br)cc2C1=Nc1ccc(Cl)c(C(F)(F)F)c1
    98	113	94	84	91	78	99	93	97
CCN(c1ccc(OC)cc1)c1nc(-c2ccc([N+](=O)[O-])cc2)cs1
    98	106	103	98	102	103	98	102	66
CCCCNc1nc(SC)nc(-c2cccc([N+](=O)[O-])c2)c1C#N
    101	99	96	nt	106	115	101	101	100
[N-]=[N+]=NC1CC(n2ccc(=O)[nH]c2=O)OC1COC(c1ccccc1)(c1ccccc1)c1ccccc1 (configuration not stated)
    80	94	104	nt	101	92	76	84	53
COc1cc(NCC(=O)Nc2cc(Nc3cccc(Cl)c3)ncn2)c(Cl)c(OC)c1Cl
    91	102	101	100	91	96	92	74	98
NS(=O)(=O)c1cc2c(cc1Cl)NC(C(Cl)Cl)NS2(=O)=O (configuration not stated)
    104&107	112&108	105&104	104&87	104	126&119	95&99	111&118	100&99
COc1ccc(C(OC(=O)c2cccc(Cl)c2)C(=O)NC(C)(C)C)cc1OC (configuration not stated)
    95	105	98	101	100	101	nt	93	89
FC(F)(F)c1cc(-c2nnc3n2NC(=NCC2CC2)CS3)cc(C(F)(F)F)c1
    109	110	105	101	108	109	99	87	97
CCOC(=O)C(C)(C)C(C)=O
    97	106	92	93	92	90	100	94	88
CCCCCCCC/C=C/CCCCCCCC1=NC(C)(C)CN1CC(C)O (configuration not stated)
    56	69	72	-17*	29	31	39	32	42
Cc1ccc(Nc2cc(Cl)nc(N)n2)cc1Cl
    102	101	97	95	97	nt	98	91	93
O=C(COc1cccc(O)c1)Nc1ccc2oc(=O)ccc2c1
    97	113	100	96	102	107	99	104	90
O=C(O)c1nc(-c2cccc(Cl)c2)nc2ccccc12
    100	110	98	99	98	109	97	100	99
COc1ccc(CC(O)CNCC(C)C)cc1 (configuration not stated)
    102	102	109	102	98	109	103	92	103
COc1ccc2c(CCCCC(c3ccccc3)c3ccccc3)c3[n+](cc2c1OC)CCc1cc2c(cc1-3)OCO2
    -61*	-80*	-65*	-93*	-64*	-90*	-55*	-84*	-75*
O=C1c2ccccc2-c2c1c1cnccc1c(=O)n2CCCn1ccnc1
    61	83	67	41	53	92	75	39	63
CCOC(=O)c1c(C(=O)c2cn(C)c3ccc(Cl)cc23)c(-c2cn(C)c3ccc(Cl)cc23)n(NC(=O)OC(C)(C)C)c1C
    88[100 µM]	94[100 µM]	71[100 µM]	89[100 µM]	75[100 µM]	85[100 µM]	91[100 µM]	80[100 µM]	51[100 µM]
O=C(NCCCNc1cc(-c2cn(-c3ccccc3)nc2-c2cccc(O)c2)ccn1)c1cccc(O)c1
    64	78	80	42	69	58	41	83	39
Cc1cc(C)c2nc(Nc3nc(C)c(C)c(=O)[nH]3)nc(C)c2c1
    27	19	22	17	13	5.8*	16	11	21
CC(C)Cn1c2c(c(=S)[nH]c1=O)CCC2
    99	111	98	102	97	111	101	107	104
CCOC(=O)C1=C(C)NC(C)=C(C(=O)OCC)C1c1ccc([N+](=O)[O-])s1
    98	104	117	95	108	93	89	85	73
CCCCCOC(=O)c1ccc(NC(=O)CN2CCOCC2)cc1
    105	115	98	92	106	139	93	117	93
CCN1C(=S)N(CC)C2C1N=C(SC)N2/N=C/C=C/c1ccccc1[N+](=O)[O-] (configuration not stated)
    88	101	103	96	81	121	85	90	85
N#CC1=C(N)S[C@@H](C(=O)c2ccc(Br)cc2)[C@@H]1c1cccs1
    99	98	106	97	103	96	102	87	72
COc1ccc(-c2cc(C(=O)N3CCN(C(=O)c4ccccc4NCc4cccs4)CC3)nc3cc(-c4ccccc4)nn23)cc1OC
    100	101	95	101	111	115	101	98	90

(listing goes on)
Results follow in this order: SF-268	DU-145	SNB-19	U251	SF-539	OVCAR-3	OVCAR-8	SF-295	PC-3
O=C1/C(=C/c2ccccc2[N+](=O)[O-])Cc2ccccc21
    43&66	42&33	74&94	33&25	34&24	-50*	0.3*!	28&23	30&27
CCN(CC)CC(O)CN1CCNCC1 (configuration not stated)
    110	112	94	106	90	101	96	97	91
CC(=O)Nc1ccc(/C=C(\C#N)c2ccc(C)cc2)cc1
    98	105	102	103	108	113	106	87	93
COc1ccc([N+](=O)[O-])c(OC)c1C(=O)NCC1CC1
    102	111	101	nt	106	106	101	102	99
COC(=O)c1cc(-c2ccc(S(C)(=O)=O)cc2)[nH]c1N/N=C/c1c(Cl)cccc1Cl
    37	4.4*	23	27	-20*	-34*	30	-28*	16
NC(=S)N/N=C/c1cccnc1
    106	110	106	92	104	81	104	102	97
CCC(=O)COC(C)=O
    109	114	106	93	94	104	103	94	92
COc1ccccc1/C=N/N=C1c2ccccc2-c2ccccc21
    104	97	109	104	97	109	108	106	95
COc1ccc(Cn2nc3c(c2-c2cc(OC)c(OC)c(OC)c2)-c2oncc2CC3)cc1
    97	105	91	94	89	98	107	77	81
Cc1ccc(S(=O)(=O)NCCCCC(N)C(=O)O)cc1 (configuration not stated)
    114	102	111	108	110	105	nt	96	87

Reprinted from the part before: 7 entries; new compounds follow.
Results follow in this order: SF-268	DU-145	SNB-19	U251	SF-539	OVCAR-3	OVCAR-8	SF-295	PC-3
COc1ccc([N+](=O)[O-])c(OC)c1C(=O)NCC1CC1
    102	111	101	nt	106	106	101	102	99
COC(=O)c1cc(-c2ccc(S(C)(=O)=O)cc2)[nH]c1N/N=C/c1c(Cl)cccc1Cl
    37	4.4*	23	27	-20*	-34*	30	-28*	16
NC(=S)N/N=C/c1cccnc1
    106	110	106	92	104	81	104	102	97
CCC(=O)COC(C)=O
    109	114	106	93	94	104	103	94	92
COc1ccccc1/C=N/N=C1c2ccccc2-c2ccccc21
    104	97	109	104	97	109	108	106	95
COc1ccc(Cn2nc3c(c2-c2cc(OC)c(OC)c(OC)c2)-c2oncc2CC3)cc1
    97	105	91	94	89	98	107	77	81
Cc1ccc(S(=O)(=O)NCCCCC(N)C(=O)O)cc1 (configuration not stated)
    114	102	111	108	110	105	nt	96	87
COc1cc(C(=O)c2cc(C(C)=O)c3cc(C)ccn23)cc(OC)c1OC
    101	100	91	89	93	nt	97	92	94
COC(=O)C1=C(C(=O)c2ccc(OC)c(OC)c2)C(c2cc(OC)c(OC)c(OC)c2)C(C#N)=C(N)O1 (configuration not stated)
    100	110	107	93	99	117	104	99	100
O=C(NCCCCO)c1cncnc1Nc1ccc2c(ccn2Cc2ccccn2)c1
    97	100	93	100	91	106	101	98	98
C=CCOC1=C(c2ccccc2)C(C2CC2)N(Cc2ccc(OC)cc2OC)C1=O (configuration not stated)
    102	108	93	86	104	104	90	88	71
O=C(O)c1nn(-c2ccc(Cl)cc2)nc1N1CCCC1
    98	91	103	92	96	105	96	90	95
CC(=O)/C(=C\c1ccc(Cl)c(Cl)c1)C(=O)CCN(C)C
    111	111	93	93	101	109	100	111	94
O=C1NC(=O)c2c1cccc2[N+](=O)[O-]
    110	111	100&103	110&102	91&102	114	102&98	109&95	102&97
COc1ccc(C2c3ccccc3NC(=O)N2C2CCN(C)CC2)c(OC)c1 (configuration not stated)
    98	105	93	100	95	110	104	91	94
Cc1ccc(S(=O)(=O)Nc2ccc3cc([N+](=O)[O-])ccc3c2[N+](=O)[O-])cc1
    95&82	106&91	96&86	88&82	111&90	99&46	96&81	53&39	73&72
O=C(C[n+]1cccc(Br)c1)c1ccc(I)cc1
    106	110	100	97	100	106	nt	99	96
COc1ccc(Nc2nc(SCCC(C)C)nc(-c3ccc(F)cc3)c2C#N)cc1
    95	101	88	91	95	97	96	93	62
Cc1nc2ccc(Cl)cn2c1C(=O)NCc1ccc(OCc2cn(Cc3ccc(Br)cc3)nn2)cc1
    103	107	97	99	97	110	96	101	97
COC(=O)c1nc(-c2ccc(C)cc2)oc1N1CCNCC1
    88	105	101	91	98	102	98	97	89
Fc1ccccc1Cc1ccccc1
    109	106	98	100	104	112	100	94	94
Cc1cccc2c(=O)n(C(=O)c3ccccc3)c(N)nc12
    90	104	88	81	88	88	85	95	74
O=C(Nc1ccccc1)c1ccc2c(c1)nc(-c1ccccc1)n2C1CCCCC1
    109	112	110	102	95	108	105	100	68
COc1ccc(-c2cc(-c3cccnc3)nc(OCC(=O)c3ccc(Cl)cc3)c2C#N)cc1OC
    102	106	111	102	109	101	104	101	96
O=C(Nc1nc(-c2ccccc2)cs1)c1cc(-c2ccc(Br)cc2)nc2ccccc12
    54	69	79	42	63	63	57	50	29
CCN(CC)c1ccc(/C=C/c2cc(C)c3ccccc3n2)cc1
    82	94	60	43	48	37	75	41	65
O=C1C=C[C@H](O)[C@@]2(CO)O[C@@H]12
    100	96	100	91	70	55	78	109	82
COc1ccc(-c2cs/c(=N\N=C\c3ccc(F)c(OC)c3)n2-c2ccccc2)cc1
    104	93	97	91	98	100	95	98	58
COc1ccc(C2CC(c3ccc(Nc4ccnc5cc(Cl)ccc45)cc3)=NN2C=O)cc1 (configuration not stated)
    58	73	82	63	95	53	73	51	72
O=C(c1cccc(F)c1)n1ccc2cc(NC(=S)Nc3ccc([N+](=O)[O-])cc3)ccc21
    100	103	97	96	95	nt	99	93	83
Nc1ncc(-c2ccc3ncnc(Nc4cccc(Cl)c4)c3c2)cn1
    42	29	59	44	54	27	47	44	36
C/C(=C(/c1ccccc1)c1ccc(N2C(=O)c3cccc4c(N5CCOCC5)ccc(c34)C2=O)cc1)c1ccccc1
    74	39	51	49	51	25	39	29	35
